Source: PubChem
Anesthetic bind: candidate novel general anesthetic via apoferritin binding; Potency, µM (series often up to 77.5 µM), for inactives: at the top dose activity change, negative = displacement, actives largely listed as inhibitors; 0.074% of 350,000 active; apoferritin/1-aminoanthracene competitive binding, fluorescence; further: potency means the concentration at half of the fitted maximal effect; on the % scale 0 is the no-effect control and ±100 the full control effect; nearly all actives have a fitted effect of over 20% in size
Target sequence (P02791 2-175 limits assumed): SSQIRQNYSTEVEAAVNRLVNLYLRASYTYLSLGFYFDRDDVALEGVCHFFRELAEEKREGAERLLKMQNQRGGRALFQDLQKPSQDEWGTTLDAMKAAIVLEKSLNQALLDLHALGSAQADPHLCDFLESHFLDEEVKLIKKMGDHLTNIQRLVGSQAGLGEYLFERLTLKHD
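Read-out: endpoint 1-AMA fluorescence, excitation 380 nm and emission 535 nm, after compounds sit 10 min at room temperature with 10 uM horse-spleen apoferritin in 50% saturated 1-AMA/PBS. Values come from four-parameter Hill fits.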
RXFP1 ag: RXFP1 (human) receptor agonism | HEK293T-RXFP1 cAMP TR-FRET, 30 min; response scale: percent of porcine relaxin response, buffer zero | AID 2676 | Potency, µM (titrated, usually from 57.5 µM), inactives show at the highest dose activation, hits mostly activators | Q9HBX9 | 0.3% of 370,000 active; further: potency means the concentration at half of the fitted maximal effect; on the % scale 0 is the no-effect control and ±100 the full control effect; nearly all actives have a fitted effect of over 60% in size; many of its hits are not listed in these tables
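cAMP rise read by TR-FRET after 30 min, 37C compound exposure (up to 58 uM) in RXFP1-transfected HEK293 cells with Ro 20174 present. EC50 from Hill-equation fits, with 29 nM porcine relaxin as 100% and buffer as basal.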
TRHR ag: activates the human TRH receptor; P34981; TRHR cells, calcium flux fluo-8, FDSS agonist mode; activation, % at 2 µM; 0.18% of 360,000 active; AID 493084; in the data active means activation above about 30%; further: 0% is about no effect
Target sequence (P34981 whole entry, looked up): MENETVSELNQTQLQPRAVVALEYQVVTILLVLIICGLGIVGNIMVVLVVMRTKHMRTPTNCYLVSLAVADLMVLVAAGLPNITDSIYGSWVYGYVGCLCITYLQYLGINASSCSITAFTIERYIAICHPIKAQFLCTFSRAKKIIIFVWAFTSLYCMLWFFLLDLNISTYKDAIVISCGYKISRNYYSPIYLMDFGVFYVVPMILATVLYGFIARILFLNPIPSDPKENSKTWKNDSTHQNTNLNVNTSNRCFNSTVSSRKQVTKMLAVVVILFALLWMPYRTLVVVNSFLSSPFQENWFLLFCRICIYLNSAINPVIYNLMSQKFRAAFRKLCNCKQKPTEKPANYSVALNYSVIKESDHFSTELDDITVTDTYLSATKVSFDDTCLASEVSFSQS
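Steps: seed TRHR cells overnight; add fluo-8 no-wash Ca dye, RT 30 min–1.5 h; record 10 s baseline; pin-transfer compounds; monitor fluorescence 1 cycle/s for the agonist window. Calcium increases flag candidate agonists.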
D1 antagonist: antagonists of human D1 dopamine receptor; P21728; HEK293 TREx D1 cells, calcium flux, dopamine EC80; stronger effect = lower value; activity change, negative = inhibition, % at 10 µM; 3.2% of 360,000 active; AID 504652; in the data active means activity change below about -30%; further: on the % scale 0 is the no-effect control and ±100 the full control effect
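Tetracycline-induced HEK293 T-REx cells with force-coupled D1 receptor were loaded with a no-wash calcium dye. Compound was added after a 10 s baseline and read kinetically for 180 s; EC80 dopamine was then added and calcium flux followed another 180 s.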
D2 potentiator: positively modulates the human D2 dopamine receptor allosterically; P14416; HEK293 T-REx D2, calcium flux, EC20 dopamine potentiation; potentiation, % at 10 µM; 0.34% of 340,000 active;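 active means potentiation over 3 SD above the plate norm, cut at about 30% in these data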; further: 0% is about no effect
Target sequence (P14416 whole entry, looked up): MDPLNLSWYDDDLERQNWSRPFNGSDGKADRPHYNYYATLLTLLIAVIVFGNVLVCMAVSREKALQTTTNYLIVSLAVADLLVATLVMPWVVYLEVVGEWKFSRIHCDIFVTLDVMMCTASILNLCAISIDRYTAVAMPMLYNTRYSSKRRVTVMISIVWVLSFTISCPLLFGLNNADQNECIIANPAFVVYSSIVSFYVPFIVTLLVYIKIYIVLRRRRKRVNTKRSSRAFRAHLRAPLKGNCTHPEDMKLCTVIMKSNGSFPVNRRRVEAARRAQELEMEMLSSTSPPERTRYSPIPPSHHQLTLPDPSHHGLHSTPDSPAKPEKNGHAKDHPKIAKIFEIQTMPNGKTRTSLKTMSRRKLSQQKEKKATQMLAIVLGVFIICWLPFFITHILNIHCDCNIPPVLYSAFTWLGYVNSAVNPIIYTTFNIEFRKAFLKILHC
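Primary screen. Calcium kinetics in induced HEK293 T-REx D2 cells: compound pre-addition 180 s, EC20 dopamine, 180 s more.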
RXFP1 antag: blocks the human relaxin receptor RXFP1; Q9HBX9; HEK293-RXFP1, relaxin-stimulated cAMP HTRF, 30 min; stronger effect = lower value; activity change, negative = inhibition, % at 57.5 µM; 0.59% of 350,000 active;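 active means activity change of -60% or lower, but not beyond a set lower limit; inconclusive means change between -60% and -40%, or beyond the set limit; inactive means change above -40%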; further: on the % scale 0 is the no-effect control and ±100 the full control effect
D1 agonist: human D1 receptor agonism; P21728; HEK293 T-REx D1 cells, calcium flux, agonist mode; activation, % at 2 µM; 1% of 360,000 active; AID 504660; in the data active means activation above about 30%; further: 0% is about no effect
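Inducible HEK293 T-REx D1 cells, force-coupled to calcium signalling, were plated at 4000 cells/well with tetracycline and held overnight at 30 C. After no-wash calcium dye loading, compound-evoked calcium rise over 180 s flagged agonists.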
TRHR enhancer: allosteric enhancers of human TRH receptor; TRHR cells, fluo-8 calcium fluorescence, EC20 TRH enhancement; enhancement, % at 2 µM; 0.66% of 360,000 active; in the data active means enhancement above about 30%; further: 0% is about no effect
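Enhancer read-out: after compound pinning and an initial kinetic agonist-mode read, an EC20 of TRH (10 nM final) was injected and fluo-8 calcium signal (Ex 480/Em 530) followed at 1 s/cycle for 100 cycles in TRHR-expressing cells.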
D1 PAM: potentiators of human D1 dopamine receptor; HEK293 TREx D1 cells, calcium flux, dopamine EC20 potentiation; potentiation, % at 10 µM; 0.036% of 360,000 active; in the data active means potentiation above about 30%; further: 0% is about no effect
Starred values were filed as active, the others as inactive; ? = inconclusive; · = no result given; & = joins results of further samples; [ ] = remark or other dose. Unless noted, the call rests on the fitted dose curve; in most records, active means well fitted curve in the direction sought with a large enough effect; inconclusive means small, poorly fitted or top-dose-only effect, or another doubt; inactive means no such curve, though single readings can be large; an effect the other way counts as inactive or inconclusive. This is a subset; the hit share may differ from the screen's.

No. | Structure | Anesthetic bind | RXFP1 ag | TRHR ag | D1 antagonist | D2 potentiator | RXFP1 antag | D1 agonist | TRHR enhancer | D1 PAM
1 | CCN(CC)S(=O)(=O)N1CCC(C(=O)NCc2ccc(C)cc2)CC1 | -12% | -1.2% | 0.3 | -3 | 26 | 20 | 1 | 13 | 12
2 | O=C(NCc1cccs1)C1CCCN1C(=O)Nc1ccc(Cl)cc1 (configuration not stated) | 0% | 1.1% | 0.3 | -14 | -5 | · | 1 | -6 | -6
3 | CCCS(=O)(=O)N1CC(=O)N(c2cccc(Cl)c2)C(C)(C(=O)NC2CCCCC2)C1 (configuration not stated) | -16% | -0.1% | -0.5 | -3 | 1 | -6 | -1 | -4 | -2
4 | COc1cc(NS(=O)(=O)c2ccc(C)cc2)c2ncccc2c1 | -2%&2% | 0.1% | 0.6 | -8 | 54* | 5 | 1 | 11 | -4
5 | COCCNC(=O)c1ccc2c(c1)nc(C)n2-c1cc(OC)c(OC)c(OC)c1 | -5% | 4.0% | 0.4 | -6 | 2 | -11 | 3 | 3 | -2
6 | CCc1ccc(OCC(=O)N(Cc2cccs2)C2CCS(=O)(=O)C2)cc1 (configuration not stated) | -14% | 2.4% | 0.0 | 10 | 1 | -1 | 3 | 16 | -1
7 | O=c1c2cnn(-c3ccccc3)c2ncn1Cc1ccccc1F | 2% | -0.9% | 0.3 | 1 | -9 | · | 7 | -5 | 2
8 | CN(CC(=O)Nc1ccc(F)c(F)c1F)C(=O)Cc1ccc2c(c1)OCCO2 | -3% | -1.2% | -0.7 | -1 | -1 | -4 | 4 | 6 | 3
9 | CSc1ccc(-c2nc3ccc(C)cn3c2Nc2ccccc2C)cc1 | 9% | 14% | -1.0 | 5 | -6 | · | 2 | 17 | 1
10 | O=C(NCCN1CCOCC1)C(=O)NCc1ccc2c(c1)OCO2 | -13% | -0.6% | 0.1 | -2 | 11 | -2 | 1 | -7 | 6
11 | Cc1ccc(S(=O)(=O)NCCn2cnc([N+](=O)[O-])n2)cc1 | -1% | 2.6% | -1.8 | -9 | 7 | 1 | 7 | -3 | 5
12 | CC(=O)Nc1ccc(SCC(=O)Nc2sccc2C#N)cc1 | -19% | 1.1% | -0.4 | 5 | -4 | -12 | 2 | 6 | -1
13 | Cc1cc(NC(=O)CSc2nnc(-c3ccccc3Cl)o2)no1 | -14% | 1.5% | 0.3 | -6 | -9 | -4 | 1 | 34* | -8
14 | CCCC12C(=O)C(C)(C(c3ccccc3)=C1c1ccccc1)C1C(=O)N(c3ccc(C)cc3)C(=O)C12 (configuration not stated) | -15% | 0.3% | 0.6 | -5 | 5 | 11 | 4 | 4 | -11
15 | CCOC(=O)N1CCC(N2C(=O)c3ccc(C(=O)NCCOC)cc3C2=O)CC1 | -8% | -3.3% | 0.2 | 2 | 0 | -7 | 1 | 1 | 1
16 | C/C(=N\NC(=O)c1ccccc1N)c1ccc(NC(=O)Cc2ccccc2)cc1 | -1% | -4.5% | 0.0 | -30 | 2 | 6 | 0 | 0 | 0
17 | O=C(N/N=C/c1c(O)n(Cc2ccccc2)c(=O)c2ccccc12)c1cccnc1 | 7% | -0.3% | 30* | 10 | 7 | -28 | 47* | 4 | 4
18 | CC1(C)CC(=O)C(C=Nc2ccc(NC3=C(C#N)C(=O)CC(C)(C)C3)cc2)=C(O)C1 | -8% | -1.1% | 0.2 | -6 | 17 | -1 | 4 | 10 | -1
19 | Cc1noc(-c2ccc(-c3noc(-c4cccc(Cl)c4)n3)cc2)n1 | -3% | 2.3% | 0.7 | 11 | 9 | -3 | 1 | 0 | 0
20 | CN(C)c1ccc(N=Nc2cccc3ccoc23)cc1 | -18% | 2.6% | -1.6 | -3 | 8 | 5 | 4 | -2 | 10
21 | COc1ccc(Nc2nc3c(c(=O)n(C)c(=O)n3C)n2CCO)cc1 | -3% | 0.2% | -0.3 | -14 | 8 | -2 | 1 | -3 | 5
22 | Cc1ccc(-c2nnc(SCC(=O)N(CC(C)C)c3c(N)n(Cc4ccccc4)c(=O)[nH]c3=O)n2N)cc1 | -19% | 0.1% | 0.1 | 4 | 3 | -1 | 2 | -3 | 0
23 | CCCS(=O)(=O)c1nc(S(=O)(=O)c2ccc(C)cc2)c(N2CCC(C(N)=O)CC2)s1 | -8% | 7.3% | -0.4 | -7 | -5 | 35 | 2 | -3 | 2
24 | Cc1ccccc1C(=O)N1CCC(c2nc3ccccc3s2)CC1 | -1% | 0.2% | -0.5 | -3 | -2 | -11 | 5 | 3 | 0
25 | O=C(CSc1nc(-c2ccco2)cc(C(F)(F)F)n1)Nc1ccc2c(c1)CCC2 | -1% | -0.3% | -0.7 | -1 | 14 | -4 | 6 | -5 | 2

The closing five entries of the part above come first, to join the parts.
No. | Structure | Anesthetic bind | RXFP1 ag | TRHR ag | D1 antagonist | D2 potentiator | RXFP1 antag | D1 agonist | TRHR enhancer | D1 PAM
21 | COc1ccc(Nc2nc3c(c(=O)n(C)c(=O)n3C)n2CCO)cc1 | -3% | 0.2% | -0.3 | -14 | 8 | -2 | 1 | -3 | 5
22 | Cc1ccc(-c2nnc(SCC(=O)N(CC(C)C)c3c(N)n(Cc4ccccc4)c(=O)[nH]c3=O)n2N)cc1 | -19% | 0.1% | 0.1 | 4 | 3 | -1 | 2 | -3 | 0
23 | CCCS(=O)(=O)c1nc(S(=O)(=O)c2ccc(C)cc2)c(N2CCC(C(N)=O)CC2)s1 | -8% | 7.3% | -0.4 | -7 | -5 | 35 | 2 | -3 | 2
24 | Cc1ccccc1C(=O)N1CCC(c2nc3ccccc3s2)CC1 | -1% | 0.2% | -0.5 | -3 | -2 | -11 | 5 | 3 | 0
25 | O=C(CSc1nc(-c2ccco2)cc(C(F)(F)F)n1)Nc1ccc2c(c1)CCC2 | -1% | -0.3% | -0.7 | -1 | 14 | -4 | 6 | -5 | 2
26 | CC(=O)COc1coc(CN2CCN(c3ccc(F)cc3)CC2)cc1=O | -3% | -1.7% | 0.2 | -1 | -6 | 7 | 1 | 31* | -2
27 | O=C(NC1CC2CCCC(C1)N2Cc1ccccc1)c1cccc(Cl)c1 (configuration not stated) | -15% | 1.1% | 0.0 | -12 | -38 | -22 | -1 | -5 | -9
28 | O=C(CSc1ncccn1)N1CCN(S(=O)(=O)c2ccccc2)CC1 | -12% | 5.0% | -0.3 | 1 | -7 | -21 | 3 | -11 | -3
29 | O=[N+]([O-])c1cc(S(=O)(=O)N2CCCC2)ccc1N/N=C/c1ccncc1 | -5% | -1.0% | -0.1 | -5 | 8 | 9 | 4 | 1 | 7
30 | O=C(O)C12CC3CC(C1)CC(n1cnc(Cl)n1)(C3)C2 | -6% | 0.3% | 0.0 | 8 | · | -1 | 3 | 22 | -4
31 | Cc1ccc2occ(/C=N/O)c(=O)c2c1 | -18% | 1.1% | -0.1 | -2 | 4 | -2 | 1 | 2 | -6
32 | CCCCn1c(N)c(N(CC)C(=O)C2CCC2)c(=O)[nH]c1=O | · | -1.8% | -0.1 | 0 | 2 | -5 | 2 | 8 | ·
33 | CN(C)c1ccc(CNc2ccccn2)cc1 | -4% | -2.7% | -0.7 | -5 | 9 | 5 | 1 | -2 | -1
34 | O=[N+]([O-])c1ccc(C2CCCC/C2=N/OCc2ccc(F)cc2)c([N+](=O)[O-])c1 (configuration not stated) | ? | -2.8% | -0.2 | 12 | 20 | -8 | 0 | 2 | 12
35 | CCOC(=O)c1sc(C)c(C(=O)NC2CCCCC2)c1N | -5% | 2.1% | -0.5 | 0 | -2 | -1 | -1 | 3 | -1
36 | Cc1ccc(OCC(=O)N/N=C2\CCOc3c(C)cccc32)cc1 | ? | -0.6% | -1.2 | 9 | 15 | 4 | 11 | 16 | -5
37 | CN(c1ccccc1)S(=O)(=O)c1ccc(-c2ccccc2)cc1 | 129%[activator] | -0.3% | 0.6 | 1 | -17 | -6 | 14 | 6 | -4
38 | O=C(NNC(=O)c1ccc[nH]1)c1cc(Cl)cc(Cl)c1 | -2% | -3.5% | -1.5 | 13 | -2 | -1 | 4 | 0 | 3
39 | Cc1ccc(NC(=O)C2CC(=O)N(Cc3ccccc3)C2)cc1S(=O)(=O)N1CCCCCC1 (configuration not stated) | -16% | 0.8% | -0.5 | 12 | 0 | -2 | 1 | 29 | 4
40 | COc1ccc(C(=O)Nn2c(C)nc3ccccc3c2=O)cc1[N+](=O)[O-] | 2% | -1.8% | 0.5 | -6 | 5 | 13 | -1 | -2 | 2
41 | Cc1ccc2nsnc2c1S(=O)(=O)N1CCCC1C(=O)O (configuration not stated) | -2% | -0.3% | 0.5 | 2 | -5 | 2 | 0 | -5 | -3
42 | Cc1cc(C)cc(NS(=O)(=O)c2ccc3[nH]cc(C(=O)NCCc4ccccc4)c(=O)c3c2)c1 | ? | -0.6% | -0.1 | 10 | 10 | 1 | 3 | -2 | 4
43 | O=C1CC(NCc2ccc3c(c2)OCO3)C(=O)N1CCc1ccccc1 (configuration not stated) | 5% | 0.6% | 0.7 | -11 | -5 | 0 | 18 | -2 | -2
44 | Cc1ccc2oc(C(=O)Nc3ccc(S(=O)(=O)Nc4nc(C)cc(C)n4)cc3)cc(=O)c2c1 | 0% | -2.2% | -0.4 | -4 | 10 | -2 | -1 | -2 | -1
45 | CCCCN(CCCC)C(=O)c1nsnc1-c1ccccc1O | -17% | 0.4% | 0.9 | -1 | 1 | -3 | 7 | -1 | -8
46 | COc1ccc(CCNS(=O)(=O)c2cc(-c3onc(C)c3C)ccc2OC)cc1OC | -2% | 1.1% | 0.1 | -16 | -1 | -15 | 1 | 0 | -1
47 | COC(=O)c1cnc2c(c(C)nn2C)c1OC | -6% | 17% | 0.8 | -6 | -4 | -15 | 2 | 1 | 0
48 | C=CCN(CC=C)C(=O)COC(=O)c1n[nH]c2ccccc12 | ? | -0.5% | 0.6 | -1 | 4 | -8 | 2 | 1 | -2
49 | O=C(N[C@@H](Cc1ccc(O)cc1)C(=O)O)C(c1ccccc1)c1ccccc1 | -2% | -1.2% | -0.2 | 16 | · | · | 1 | -5 | -3
